Screening results: PubChem BioAssay, Sanford-Burnham Center for Chemical Genomics
Apaf1 inhib = blocks human Apaf-1 apoptosome activity; hit rate 0.71% among 330,000; reconstituted apoptosome caspase-3 activity, DEVD-Rh110 fluorescence; O14727; inhibition, % at 20 µM; active = inhibition of at least 40% at 20 µM;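 note: plate controls were DMSO wells for no effect and DEVD-CHO caspase inhibitor wells for full effect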
Target sequence (O14727 whole entry, looked up): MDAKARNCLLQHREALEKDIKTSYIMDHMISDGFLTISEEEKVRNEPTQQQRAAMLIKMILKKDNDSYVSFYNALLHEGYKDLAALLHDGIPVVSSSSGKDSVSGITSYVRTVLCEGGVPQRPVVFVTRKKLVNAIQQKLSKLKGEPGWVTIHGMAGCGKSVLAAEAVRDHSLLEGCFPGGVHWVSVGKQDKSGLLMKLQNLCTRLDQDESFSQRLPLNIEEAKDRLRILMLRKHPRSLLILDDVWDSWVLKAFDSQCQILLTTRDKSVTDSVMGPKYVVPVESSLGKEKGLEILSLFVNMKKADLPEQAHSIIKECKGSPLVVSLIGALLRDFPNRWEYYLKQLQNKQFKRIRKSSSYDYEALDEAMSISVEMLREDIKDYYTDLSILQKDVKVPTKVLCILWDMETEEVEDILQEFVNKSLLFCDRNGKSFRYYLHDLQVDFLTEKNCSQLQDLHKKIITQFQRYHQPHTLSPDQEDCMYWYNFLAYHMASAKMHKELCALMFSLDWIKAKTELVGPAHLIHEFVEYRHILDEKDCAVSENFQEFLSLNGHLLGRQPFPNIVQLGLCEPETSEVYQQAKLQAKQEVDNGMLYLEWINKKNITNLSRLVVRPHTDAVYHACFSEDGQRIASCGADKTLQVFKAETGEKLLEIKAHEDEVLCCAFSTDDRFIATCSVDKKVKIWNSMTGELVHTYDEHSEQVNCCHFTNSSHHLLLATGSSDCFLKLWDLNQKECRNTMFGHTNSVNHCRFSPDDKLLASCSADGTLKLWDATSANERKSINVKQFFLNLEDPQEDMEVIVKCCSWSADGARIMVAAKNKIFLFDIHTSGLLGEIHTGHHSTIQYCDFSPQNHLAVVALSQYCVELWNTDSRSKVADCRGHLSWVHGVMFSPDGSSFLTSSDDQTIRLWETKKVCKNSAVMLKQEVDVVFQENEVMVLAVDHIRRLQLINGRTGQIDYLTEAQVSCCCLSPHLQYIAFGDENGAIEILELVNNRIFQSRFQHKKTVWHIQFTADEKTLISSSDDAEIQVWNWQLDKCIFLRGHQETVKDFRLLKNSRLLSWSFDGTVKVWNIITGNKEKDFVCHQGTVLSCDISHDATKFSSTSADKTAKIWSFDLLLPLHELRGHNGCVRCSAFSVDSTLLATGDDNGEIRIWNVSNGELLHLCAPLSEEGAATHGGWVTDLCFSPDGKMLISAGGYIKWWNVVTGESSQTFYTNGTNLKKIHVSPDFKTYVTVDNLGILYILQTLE
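detection = Rh110 fluorescence intensity | test system = biochemical Apaf-1 apoptosome reconstitution | also added = cytochrome c and DEVD-Rh110 substrate | schedule = 30 min plus 50 min, RT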
UBC13 polyUb = human UBC13 polyubiquitination inhibition | hit rate 0.47% among 330,000 | P61088 | UBC13 polyubiquitin chain formation, TR-FRET | inhibition, % at 20 µM; in the data active = inhibition above about 45%, passing the limit was not always enough
697 NFkB inh = inhibitors of the PMA/ionomycin-induced NF-kB reporter in 697 B cells; 697 B-cell NF-kB luciferase reporter, 16 h; inhibition, % at 4 µM; hit rate 0.33% among 330,000; in the data active = inhibition above about 35%
EBI2 antag = blocks human EBI2 receptor beta-arrestin signaling; inhibition, % at 5 µM; AID 651636; EBI2 beta-arrestin recruitment, luminescence, 7a,25-OHC stimulated; hit rate 0.81% among 360,000; P32249; in the data active = inhibition above about 38%;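 note: enzyme fragment complementation signal reports receptor beta-arrestin coupling in cells; 0% = agonist plus DMSO wells and 100% = wells without agonist; some results beyond the cut were filed as inactive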
Jurkat NFkB inh = lowers PMA/ionomycin-induced NF-kB signal in Jurkat cells; hit rate 0.53% among 330,000; inhibition, % at 4 µM; PMA/ionomycin-induced NF-kB luciferase reporter, luminescence; AID 435003
SENP8 inh = inhibitors of human SENP8 protease; Q96LD8; purified SENP8, Z-RLRGG-aminoluciferin cleavage, luminescence; inhibition, % at 10 µM; hit rate 1.2% among 330,000; AID 2540
CCR6 antagonist = antagonists of human CCR6 receptor | P51684 | CHO-K1 CCR6 PathHunter beta-arrestin, luminescence, CCL20-stimulated | inhibition, % at 20 µM | hit rate 0.49% among 340,000;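 active = compounds whose inhibition of the agonist-driven luminescence signal at 20 µM reaches about 50%, limit read from the data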;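 note: cells stimulated with CCL20 at 14 nM final; plate controls were DMSO with CCL20 for no effect and DMSO without agonist for full effect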
Gli-Sufu antag = antagonists of Gli-Sufu signaling | Sufu-KO-LIGHT fibroblasts, Gli luciferase reporter luminescence | inhibition, % at 5 µM | hit rate 0.74% among 340,000 | AID 588413;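 active = inhibition above about 55%, limit read from the data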;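 note: 0% = DMSO-treated cells and 100% = wells with medium but no cells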
* hit, by the source's call; / = no result given. Cut-off read from the data, not from the text of the source, unless noted: active = inhibition above about 50%; inactive = the rest. The list is partial; count on the stated rates, not on these rows.

SMILES,Apaf1 inhib,UBC13 polyUb,697 NFkB inh,EBI2 antag,Jurkat NFkB inh,SENP8 inh,CCR6 antagonist,Gli-Sufu antag
CCCC1=Nc2cc(C(=O)N3CCC(C(N)=O)CC3)ccc2Sc2ccccc21,-6,5,3,-1,-8,0,16,-16
COC(=O)c1ccccc1C(=O)N1CCC(CCC(=O)NC2CC2)CC1,-12,5,5,0,1,-4,0,3
COc1cc(CNc2ccc(O)cc2)cc(Br)c1OCc1ccccc1F,96*,0,7,4,6,-5,9,2
Cc1ccc2c(c1)NC(=O)C(CC(=O)NCCCN1CCCC1)O2 (stereo not given),10,-1,-10,0,6,-20,0,-2
Cc1ccc(OCc2ccc(C(=O)NCc3cccnc3)cc2)cc1C,10,1,-128,9,-20,3,15,4
COCCCNC(=O)CS(=O)(=O)Cc1nc(-c2ccccc2C)oc1C,-1,1,-9,-3,2,2,-1,0
COc1ccc2c(c1)CCC1C2=NN(/C(C)=C/C(C)=O)C1c1cccc(F)c1 (stereo not given),-1,4,0,-10,-16,-8,5,-5
Cc1ccccc1OCC(=O)N/N=C/c1cccc2cccnc12,6,-7,-7,-8,10,-5,37,-11
Cc1c(C(=O)NCc2nnc(-c3ccccc3)o2)oc2c(F)cccc12,6,1,-14,-9,3,-2,6,16
CN(C)/N=C/C=C1\CC/C(=C\c2ccc(Br)cc2)C1=O,20,-102,-44,40,-8,-2,20,-2
CN(Cc1ccccc1)c1nnc(N)s1,-5,0,22,-2,7,5,6,-3
COc1ccc(CCN2CN(S(=O)(=O)c3ccc(C)cc3)c3nc4ccccc4nc32)cc1OC,24,1,-7,27,1,0,22,9
O=S(=O)(c1ccc(Cl)s1)N1CCCCC1,0,6,-7,-7,14,-7,11,-7
Cc1ccc(C)c(NC(=O)C2CC(=O)N(C3CCCCC3)C2)c1 (stereo not given),2,0,24,1,-1,0,9,/
Cc1onc(-c2ccccc2Cl)c1C(=O)N1CCc2ccccc2C1,1,1,-13,-2,1,-10,21,5
Cc1ccc(NC(=O)CCc2c(C)nn(-c3ccc(N4CCCCC4)nn3)c2C)cc1,14,-5,-23,8,-34,-8,10,-54
CCOC(=O)N1CCN(S(=O)(=O)c2ccc(C(=O)N(CCCN(C)C)c3nc4c(F)cc(F)cc4s3)cc2)CC1,4,5,15,-1,0,-7,25,11
[O-]C1=N/[N+](=C/c2ccc(Cl)cc2)CC1,-3,-3,-6,-9,-10,2,3,-7
Cc1cc(CSc2ccccc2)ccc1NC(=O)c1ccc(C)c([N+](=O)[O-])c1,-1,-29,-14,12,-9,-17,11,19
CC(=O)Nc1ccc(S(=O)(=O)N2CCN(c3cc(C)ccc3C)CC2)cc1,11,1,-12,6,13,-1,5,15
Cc1ccc(N2C(=O)C(CN(C)C)C2c2ccccc2)cc1 (stereo not given),13,3,0,-2,-6,0,-18,-1
Cc1ccc(S(=O)(=O)N2CCC(=O)N(CCOCc3ccccc3C)CC2)cc1,13,4,3,6,7,1,10,8
N#Cc1ccc(OCC(=O)Nc2ccc(N3CCCC3)cc2)cc1,3,-13,8,0,1,-1,-7,-4
COc1ccc(Cc2nnc(NCCO)[nH]c2=O)cc1,-11,-1,7,-8,18,-11,6,-3
CC(C)(C)N=C1NN=C(c2ccc(Cl)cc2)CS1,7,-2,-213,12,-136,-11,-3,-80
CN(C)c1ccc(C=NC(CO)C(O)c2ccc([N+](=O)[O-])cc2)cc1 (stereo not given),-11,1,10,2,22,-3,2,0
Cc1c(NS(=O)(=O)c2cccc(C(=O)N3CCC(C(N)=O)CC3)c2)c(=O)n(-c2ccccc2)n1C,-7,4,20,-4,5,1,15,1
CCC(C)NC(=O)CSc1n[nH]c(=O)n1CCc1ccccc1 (stereo not given),-4,0,9,3,8,4,2,11
Cc1ccc(CNC(=O)CN2CCN(c3ccc(F)cc3)CC2)cc1,2,-2,-8,-12,-9,-10,8,2
COc1ccccc1C(=O)N/C(=C\c1ccc2c(c1)OCO2)C(=O)NCCc1nc2ccccc2[nH]1,1,-4,8,5,-2,-3,5,0

One compound at a time, from the list above. Screens in order: Apaf1 inhib, UBC13 polyUb, 697 NFkB inh, EBI2 antag, Jurkat NFkB inh, SENP8 inh, CCR6 antagonist, Gli-Sufu antag
Cc1ccc(CNC(=O)CN2CCN(c3ccc(F)cc3)CC2)cc1 reads 2, -2, -8, -12, -9, -10, 8, 2
CCC(C)NC(=O)CSc1n[nH]c(=O)n1CCc1ccccc1 (stereo not given) reads -4, 0, 9, 3, 8, 4, 2, 11
CN(C)c1ccc(C=NC(CO)C(O)c2ccc([N+](=O)[O-])cc2)cc1 (stereo not given) reads -11, 1, 10, 2, 22, -3, 2, 0
CC(=O)Nc1ccc(S(=O)(=O)N2CCN(c3cc(C)ccc3C)CC2)cc1 reads 11, 1, -12, 6, 13, -1, 5, 15
N#Cc1ccc(OCC(=O)Nc2ccc(N3CCCC3)cc2)cc1 reads 3, -13, 8, 0, 1, -1, -7, -4

Later entries.
SMILES,Apaf1 inhib,UBC13 polyUb,697 NFkB inh,EBI2 antag,Jurkat NFkB inh,SENP8 inh,CCR6 antagonist,Gli-Sufu antag
COc1ccc(C(=O)Nc2cccnc2)cc1OC,-8,-3,5,-2,8,-5,-8,1
COc1cc(C(=O)OCC(=O)N2CC(C)OC(C)C2)cc(OC)c1OC (stereo not given),6,-7,0,8,-13,-4,4,-8
O=C(Nc1nnc(Cc2ccccc2)s1)c1cccnc1,5,-10,7,-11,-29,3,-8,2
COC(=O)c1ccc(SCC(=O)NCc2ccccc2)c([N+](=O)[O-])c1,0,-5,9,-8,9,1,9,9
CC(=O)OC(C)C(=O)NS(=O)(=O)c1ccc(C)cc1 (stereo not given),-8,-5,7,-5,-4,1,-4,13
O=C(NC1CCCCC1)C(c1ccccn1)N(C(=O)c1csnn1)C1CC1 (stereo not given),1,0,10,6,-3,2,0,1
Cc1nc2ccc(NC(=O)c3ccco3)cc2s1,-2,-13,-49,1,-46,-15,6,-31
CCc1nonc1NC(=O)c1oc2ccccc2c1C,-1,5,11,-7,-8,-1,15,11
Cc1cccn2c(=O)nc(SCC(=O)c3ccc(Cl)cc3)nc12,5,-4,-5,-3,-9,-5,23,-7
O=C(/C=C/c1ccccc1)n1cnnc1SC/C=C/c1ccccc1,4,-10,-20,-4,-14,8,7,-19
CC(C)NC(=O)Cc1ccc(Br)cc1,0,12,-2,2,0,0,-2,3
COC(=O)[C@]1(Cc2ccccc2)N[C@H](CN(C)S(=O)(=O)c2ccc(F)cc2)[C@@H]2C(=O)N(Cc3ccccc3)C(=O)[C@@H]21,15,-5,-7,32,5,8,4,0
Cc1nc(C)c(C(=O)NNC(=O)Nc2ccc(Cl)cc2)s1,-16,-3,-2,-4,3,-10,-18,1
Cc1nnc(SCC(=O)Nc2ccc(Oc3ccccc3)cc2)n1N,2,-6,-7,2,-12,-10,3,6
O=c1[nH]c(=O)c2ncc(-c3ccc(Cl)cc3)nc2[nH]1,2,18,8,/,1,-2,/,/

Sorted by molar mass (rising): 5 of the compounds above
SMILES,Apaf1 inhib,UBC13 polyUb,697 NFkB inh,EBI2 antag,Jurkat NFkB inh,SENP8 inh,CCR6 antagonist,Gli-Sufu antag
CC(C)NC(=O)Cc1ccc(Br)cc1,0,12,-2,2,0,0,-2,3
Cc1nc2ccc(NC(=O)c3ccco3)cc2s1,-2,-13,-49,1,-46,-15,6,-31
CCc1nonc1NC(=O)c1oc2ccccc2c1C,-1,5,11,-7,-8,-1,15,11
O=C(/C=C/c1ccccc1)n1cnnc1SC/C=C/c1ccccc1,4,-10,-20,-4,-14,8,7,-19
COC(=O)c1ccc(SCC(=O)NCc2ccccc2)c([N+](=O)[O-])c1,0,-5,9,-8,9,1,9,9

(next part)
SMILES,Apaf1 inhib,UBC13 polyUb,697 NFkB inh,EBI2 antag,Jurkat NFkB inh,SENP8 inh,CCR6 antagonist,Gli-Sufu antag
N#Cc1ccsc1NC(=O)CN1CCN(S(=O)(=O)c2ccccc2C(F)(F)F)CC1,13,-9,-12,4,8,-13,-1,35
COc1ccc(-c2cnc(N)nc2-c2ccc(OC)cc2)cc1,7,9,2,33,-29,2,7,-2
O=C(NCc1cccs1)c1cc(-c2ccncc2)nc2ccc(Br)cc12,1,-28,10,/,9,3,/,/
COc1ccc(-c2cc(=O)oc3cc(OCC(=O)N(C)C)ccc23)cc1,9,-9,-16,3,-6,-5,13,-25
NC(=O)c1ccc(NC(=O)COC(=O)CCc2ccc(S(=O)(=O)N3CCCCC3)cc2)cc1,-6,11,-2,-1,1,-1,-5,5
CCC(=O)Nc1ccc(C(=O)CSc2nnc(CNc3ccc(Cl)cc3)o2)cc1OC,-7,-6,-44,36,6,-8,10,-1
C[N+](C)(C)CCOP(=O)(O)OP(=O)([O-])OC[C@H]1O[C@@H](n2ccc(N)nc2=O)[C@H](O)[C@@H]1O,4,-5,-6,2,-20,-3,7,-2
NC(=O)CSc1nnc(-c2cccc(S(=O)(=O)N3CCCCC3)c2)o1,-3,-17,-24,-1,-4,-12,14,1
CC1CCc2c(sc3ncnc(SC(C)C(=O)NCC4CCCO4)c23)C1 (stereo not given),19,-4,1,11,3,-3,13,-2
Cc1ccc(CNC(=O)C2CCN(S(=O)(=O)c3cccc4nonc34)CC2)cc1,4,0,4,49*,14,4,17,12
COCCCNC(=O)CNC(=S)N(Cc1ccccc1)Cc1cccnc1,-2,-6,6,-3,0,-8,5,-15
CCN1C(=O)/C(=C/N2CC(C)CC(C)C2)SC1=S (stereo not given),-6,-2,0,6,8,2,16,1
COc1ccccc1NC(=O)CCNC(=O)Cn1ccc2ccccc2c1=O,-7,4,2,6,8,-2,-3,-1
COCCn1c(-c2ccccc2)cnc1SCC(=O)Nc1cccc2ccccc12,13,16,9,-7,3,-5,27,-8
COc1ccc(NC(=O)COc2ccc(-c3nn(C)c(=O)c4ccccc34)cc2)cc1,-6,1,13,10,-8,-2,5,-4
